LmPK inhibitor: blocks Leishmania mexicana pyruvate kinase activity; purified LmPK, Kinase-Glo ATP luminescence, 1 h; Potency, µM (titrated, usually from 57.5 µM), for the others: at the highest dose activity change, negative = inhibition, most hits filed as inhibitors; actives 0.37% (n = 290,000); note: potency is the fitted concentration of half-maximal effect
Target sequence (Q27686 whole entry, looked up): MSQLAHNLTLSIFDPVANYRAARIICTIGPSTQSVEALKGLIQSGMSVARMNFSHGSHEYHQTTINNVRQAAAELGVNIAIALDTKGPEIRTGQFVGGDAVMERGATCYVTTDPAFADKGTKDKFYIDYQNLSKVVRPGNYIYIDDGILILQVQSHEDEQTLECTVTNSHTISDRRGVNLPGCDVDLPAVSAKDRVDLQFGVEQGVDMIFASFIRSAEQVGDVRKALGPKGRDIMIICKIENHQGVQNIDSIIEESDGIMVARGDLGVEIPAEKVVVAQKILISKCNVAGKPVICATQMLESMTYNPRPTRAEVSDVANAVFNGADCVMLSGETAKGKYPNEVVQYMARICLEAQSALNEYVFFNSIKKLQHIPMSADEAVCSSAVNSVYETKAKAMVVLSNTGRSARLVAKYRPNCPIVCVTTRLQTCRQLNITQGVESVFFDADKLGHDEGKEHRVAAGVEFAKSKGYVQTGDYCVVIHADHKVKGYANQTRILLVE
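qHTS format; LmPK 0.1 nM; substrates PEP 0.5 mM and ADP 0.1 mM. One-hour room-temperature incubation, then coupled luciferase luminescence; 0.5 nM enzyme wells mark activation.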
AMA1-RON2 inh: AMA1-RON2 (P. falciparum) interaction inhibition; AID 720542; actives 0.2% (n = 360,000); Potency, µM (series often up to 58.2 µM), for inactives: top-dose activity change, negative = inhibition, usual class: inhibitors; AlphaScreen AMA1-biotinylated RON2 peptide binding;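 note: potency is the fitted concentration of half-maximal effect; 0% = vehicle wells and -100% = peptide control; nearly all actives have a fitted effect of over 45% in size; some results filed as inactive show a strong effect at the top dose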
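AMA1 (3D7) with his tag at 25 nM final met compounds first, then biotinylated RON2 peptide at 25 nM; detection used donor plus acceptor beads, 10 µg/mL apiece, read by AlphaScreen after 30 min at room temperature.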
Sm TGR block: inhibitors of Schistosoma mansoni thioredoxin glutathione reductase; Potency, µM (series often up to 114 µM), inactives show top-dose activity change, negative = inhibition, hits mostly inhibitors; purified TGR, DTNB reduction, TNB absorbance 405 nm; Q962Y6; actives 3% (n = 360,000); note: potency is the fitted concentration of half-maximal effect; nearly all actives have a fitted effect of over 60% in size
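First, TGR (20 nM dispensed) and NADPH were mixed with compound. Second, a 15 min room-temperature incubation followed. Third, further NADPH and then DTNB were added to start the reaction. Finally, TNB absorbance was monitored kinetically.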
HCMV antiviral: human cytomegalovirus inhibition; HFF cells, HCMV-luciferase reporter, 72 h; active compounds read low; activity change, negative = inhibition, % at 57.5 µM; actives 4.5% (n = 410,000); in the data active = activity change below about -60%; inconclusive = no clear call, values can overlap the other calls; inactive = above about -39%
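Human foreskin fibroblasts infected with luciferase-reporter HCMV at MOI 1 PFU/cell, compounds at two doses. Luciferase measured 72 h post infection; normalized to buffer-only basal and Salinomycin (10uM) controls.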
TbPYK inhibitor: blocks Trypanosoma brucei pyruvate kinase. Q57TT1. TbPYK enzyme, Kinase-Glo Plus ATP luminescence, 45 min. Potency, µM (doses to about 76.8 µM), without a hit: at the highest dose activity, negative = inhibition, hits mostly inhibitors. actives 0.12% (n = 410,000). AID 624173; note: potency is the fitted concentration of half-maximal effect; nearly all actives have a fitted effect of over 50% in size
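ADP (130 uM final) triggers the TbPYK reaction after compound addition; incubation is 45 min at room temperature. Kinase-Glo Plus is then added and luminescence imaged. Normalized data are fitted to concentration-effect curves.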
AmpC detergent: blocks E. coli AmpC beta-lactamase in detergent assay; AmpC hydrolysis of nitrocefin, absorbance 480 nm, 0.01% Triton; actives 0.041% (n = 370,000); Potency, µM (top dose mostly 114 µM), without a hit: at the highest dose activity change, negative = inhibition, hits mostly inhibitors;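 note: potency is the fitted concentration of half-maximal effect; 0% = no-compound wells and -100% = no-enzyme wells; nearly all actives have a fitted effect of over 25% in size; some results filed as inactive show a strong effect at the top dose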
Target sequence (P00811 whole entry, looked up): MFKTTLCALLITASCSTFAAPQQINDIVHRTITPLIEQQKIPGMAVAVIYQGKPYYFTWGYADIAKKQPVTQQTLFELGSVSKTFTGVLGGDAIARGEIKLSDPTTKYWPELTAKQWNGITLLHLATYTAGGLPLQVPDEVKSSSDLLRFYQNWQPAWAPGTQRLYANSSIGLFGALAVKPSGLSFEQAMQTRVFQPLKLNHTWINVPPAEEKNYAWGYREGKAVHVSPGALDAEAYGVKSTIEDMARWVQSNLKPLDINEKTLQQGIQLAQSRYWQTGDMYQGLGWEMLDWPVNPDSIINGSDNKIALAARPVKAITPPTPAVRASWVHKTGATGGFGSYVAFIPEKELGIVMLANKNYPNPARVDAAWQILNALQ
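AmpC (5.3 nM in the dispensed reagent) in 20 mM phosphate pH 7.0 with 0.01% (detergent screen) or 0.0001% Triton X-100 was preincubated with compounds for 15 min at room temperature. Nitrocefin was then added from an 800 uM solution, and hydrolysis was followed at 480 nm.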
AmpC no deterg: AmpC beta-lactamase inhibition without detergent. P00811. AmpC nitrocefin hydrolysis, absorbance 480 nm, 0.0001% Triton. Potency, µM (series often up to 57.1 µM), for the others: at the highest dose activity change, negative = inhibition, actives largely listed as inhibitors. actives 0.52% (n = 330,000). AID 485341;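 note: potency is the fitted concentration of half-maximal effect; plate controls were no compound for no effect and no enzyme for full effect; nearly all actives have a fitted effect of over 20% in size; some results filed as inactive show a strong effect at the top dose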
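20 mM phosphate pH 7.0 + 0.01% (detergent screen) or 0.0001% Triton X-100; 5.3 nM AmpC reagent; cpd preinc 15 min RT; nitrocefin (800 uM stock) to start; A480 q20 s × 4 min; Activity was normalised to no-enzyme and no-compound control wells.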
An asterisk follows results filed as active; ? = inconclusive; nt = no result given; & = joins results of further samples; ! = not active in a repeat; [ ] = dose if it differs, or a comment. Unless noted, calls come from the whole dose curve; as a rule, active = well fitted curve in the direction sought with a large enough effect; inconclusive = small, poorly fitted or top-dose-only effect, or another doubt; inactive = no such curve, though single readings can be large; an effect the other way counts as inactive or inconclusive. Unless noted, % is set by controls: 0 for no effect and ±100 for the full control effect.

The line under a structure holds: LmPK inhibitor | AMA1-RON2 inh | Sm TGR block | HCMV antiviral | TbPYK inhibitor | AmpC detergent | AmpC no deterg
O=C(NCCc1ccccc1)c1cccnc1
 : 6% | -20% | 3% | 67 | -2% | ? | -2%
CCOC(=O)CC(NC(=O)C(CC)c1ccccc1)c1ccccc1Cl (centres undefined)
 : 3% | -5% | 5% | -22 | 6% | -10% | -8%
CCS(=O)(=O)N1CCC(C(=O)Nc2cc(Cl)ccc2O)CC1
 : -1% | 6% | 4% | 19 | -9% | -9% | -17%
CN(C)c1ccc(NC(=O)Cn2c(SCc3ccc(F)cc3)nc3ccncc32)cc1
 : nt | nt | -7% | 24 | -12% | -4% | nt
COc1cc(C2C(C(=O)c3ccc(C)o3)=C(O)C(=O)N2c2cc(C)on2)ccc1OCc1ccccc1 (centres undefined)
 : 0% | 17% | -24% | ? | 2% | -18% | -18%
CCOC(=O)CNC(=O)c1cc(OC)cc(OC)c1
 : -1% | -2% | ? | 12 | -1% | ? | -10%
Cc1ccc(-c2nc(CN(C)C3CCOCC3)c(C)o2)s1
 : 3% | 24% | -35% | -11 | -7% | 4% | 2%
O=C(Cn1c(-c2cccs2)cc2cc(F)ccc21)N1CCN(c2ccccc2)CC1
 : nt | nt | -3% | -10 | -5% | -2% | nt
COc1cc(C=C(C(C)=O)C(C)=O)ccc1O
 : 1% | 4% | ? | 16 | 3% | 3% | -18%
Cc1cccnc1-n1c(CCN2C(=O)c3ccccc3C2=O)nc2ccccc2c1=O
 : 2% | 18% | 1% | -30 | 4% | 4% | 61%[activator]
CC(C)CN(C(=O)C1CC1)C1CCS(=O)(=O)C1 (centres undefined)
 : nt | 0% | 8% | 14 | -4% | ? | ?
Cc1cc(C)cc(NC(=O)CSc2nnnn2-c2cccnc2)c1
 : -3% | -7% | -3% | -13 | 9% | -3% | -5%
CCOc1ccc(OCCC(=O)OCC(=O)NC2CC2)cc1
 : nt | 7% | -2% | ? | -10% | -5% | -2%
Cn1c(=O)oc2cc(S(=O)(=O)NCc3ccc(Cl)cc3)ccc21
 : 0% | -4% | 0% | ? | -4% | -11% | -22%
Cc1ccc(C(C)C)cc1OCC(=O)N1CCN(C(=O)c2ccco2)CC1
 : nt | 2% | -4% | -27 | 0% | -17% | 67%[activator]
CCc1ccc(CNc2ccc3c(c2)ncn3C(C)(C)C)cc1
 : -7% | -24% | -1%&5% | -64*! | -12%&-11% | 0%&20% | 47%
CC(C)Nc1ccc(C(CC(N)=O)NC(=O)Cc2cccc3ccccc23)cc1[N+](=O)[O-] (centres undefined)
 : 1% | -6% | 2% | 1 | 3% | 6% | -20%
CNc1snc(C)c1C(=O)OCC(=O)NCc1ccccc1OC
 : nt | 11% | nt | 9 | 6% | nt | -13%
CCOC(=O)c1ccc(N=c2ssnc2Cl)cc1
 : -12% | -18% | -28% | ? | 35µM* | 1% | -42%
O=S(=O)(NCc1nc2cccnc2n1Cc1ccc(F)cc1)c1ccc(Cl)s1
 : nt | nt | 0% | ? | -8% | 2% | nt
Cc1ccc(NC(=O)c2ncc(Cl)c(Cl)c2Cl)cc1C
 : 3% | 0% | 2% | 25 | 0% | -6% | -23%
CC/C(=N/NC(=O)c1ccc(Br)o1)c1ccc(Cl)cc1
 : -2% | 14% | 1% | ? | -3% | 2% | -37%
COc1ccc(N2CCN(CCCNC(=O)c3sc4ncccc4c3-n3cccc3)CC2)cc1
 : nt | nt | -30% | -8 | 0% | 16% | nt
CC(C)(C)OC(=O)CNC(=O)c1[nH]cnc1C(=O)N[C@@H](CCCCN)C(=O)OC(C)(C)C
 : nt | 77%[activator] | nt | nt | 1% | nt | 38%
O=C(COC(=O)CCCNC(=O)c1ccc(Cl)cc1)Nc1cc(Cl)c(Cl)cc1Cl
 : -10% | -2% | -1% | -35 | -4% | ? | 27%
CCC(=O)Nc1nnc(S(=O)(=O)N(CC)c2ccc(OC)cc2)s1
 : 1% | 0% | -13% | -33 | 5% | -4% | -3%
COC(=O)c1cnn(-c2ccc(C(=O)Nc3cc(OC)c(OC)c(OC)c3)cc2)c1N
 : nt | nt | -6% | 4 | -1% | -3% | nt
CS(=O)(=O)c1ccc(N2CCN(S(=O)(=O)c3cccs3)CC2)c([N+](=O)[O-])c1
 : nt | -11% | -4% | 0 | 0% | 5% | -9%
O=C(Nc1cc(N2CCCCC2)ncn1)c1ccc(F)cc1
 : 1% | 1% | nt | -22 | 0% | -3% | 0%
CCOC(=O)c1c(NC(=O)Cn2nnc(-c3ccccc3Cl)n2)sc(C)c1C
 : 6% | -2% | 6% | 41 | -4% | ? | -16%

The listing continues:
Structure | LmPK inhibitor | AMA1-RON2 inh | Sm TGR block | HCMV antiviral | TbPYK inhibitor | AmpC detergent | AmpC no deterg
CCOc1ccc(NC(=O)CN2CCN(CC(=O)Nc3ccc(OC)cc3)CC2)cc1 | 9% | 17% | -7%&0% | 7&92 | 5%&-12% | 13%&0% | 67%[activator]
CCOC(=O)CNC(=O)C1(/C=C/c2ccccc2)CC(=O)N1c1ccc(OC)cc1 (centres undefined) | 0% | 6% | 16% | ? | 0% | 2% | 135%[activator]
Cc1cccc(Nc2c(-c3ccc(N4CCOCC4)cc3)nc3ncccn23)c1 | 17% | 11% | 2% | 54 | -6% | 4% | 7%
COc1ccccc1NC(=O)N1CCN(C(=O)Nc2ccccc2OC)CC1 | 0% | -7% | -6% | -31 | 1% | -12% | -15%
NCc1nc2cccnc2n1Cc1ccccc1Cl | nt | nt | 10% | 3 | 6% | 1% | nt
CN(C)c1ccc(NC(=O)c2sc3nc4c(cc3c2N)N2CCC4CC2)cc1 | nt | nt | -11% | -7 | 5% | -1% | nt
c1ccc(CNc2nc(NCCc3ccncc3)c3sccc3n2)cc1 | nt | -13% | nt | ? | -3% | nt | nt
CN(C)c1cc(N)c2ccccc2n1 (tested in a mixture with another compound) | 2% | 43%[activator] | -1% | 17 | -2% | 2% | -29%
Cc1cc(C)c(S(=O)(=O)N2CCCOC2CNC(=O)C(=O)NCc2ccncc2)c(C)c1 (centres undefined) | 0% | 0% | -12% | 14 | -6% | -11% | -7%
COc1cc(C2CC(=O)Oc3c2c(=O)[nH]c2ccccc32)cc(OC)c1OC (centres undefined) | nt | nt | -9% | 11 | 1% | 1% | nt
CC(C)Oc1ccc(CNC(=O)Cn2nc(N3CCN(c4ccccc4)CC3)ccc2=O)cc1 | nt | nt | -8% | 7 | -1% | 0% | nt
NC(=O)CCC(=O)N1CCCC(C(=O)c2ccc(C(F)(F)F)cc2)C1 (centres undefined) | -2% | 1% | -19% | -21 | 4% | ? | 0%
Cc1ccc(C(C)C)c(OCc2nc(-c3nonc3N)no2)c1 | 12% | 2% | 8% | ? | -1% | -16% | -50%
CCC1CCCCN1Cc1ccc(N)cc1 (centres undefined) | 4% | -4% | 0% | -20 | -2% | 1% | 1%
CC1(C(=O)NC2CCCC2)CCC(=O)N1CCc1c[nH]c2ccccc12 (centres undefined) | nt | 22% | nt | 15 | -8% | nt | nt
CCN1CCN(C(c2ccccc2Cl)c2sc3nc(-c4ccco4)nn3c2O)CC1 (centres undefined) | nt | nt | -5% | 11 | -2% | -2% | nt
COc1cc(/C=C/c2nc3ccccc3c(=O)n2-c2cccc(O)c2)ccc1O | 1% | 8% | 4% | 0 | -2% | 4% | -29%
N#Cc1c(-c2ccncc2)c2c([nH]c1=S)CCCC2 | 25% | 16% | 5% | 2 | ? | -2% | -14%
CC1(C)CC(=O)C=C(NCCCNC2CCCCC2)C1 | 8% | -6% | -25% | -3 | 1% | 9% | -1%
CCOC(=O)NC1(Nc2cccc(Cl)c2)Oc2ccccc2O1 | 0% | -19% | 50µM* | -29 | -10% | -5% | -27%
CC(C)CC(=O)N1CCN(Cc2ccc3ccccc3c2)CC1 | 6% | -19% | 2% | -21 | 8% | ? | 52%
CN(O)/C=C/C(=O)c1ccc(Br)cc1 | 0% | -3% | 8.9µM* | ? | -5% | 9% | -21%
CCCCN(CC)CCNC(=O)CN1C(=O)COc2ccc(S(=O)(=O)N3CCCC3)cc21 | 0% | 8% | -10%&1% | -3&-17 | -5%&-1% | -13%&-6% | 0%

Of the compounds above, twelve contain an aryl methoxy group.
Structure | LmPK inhibitor | AMA1-RON2 inh | Sm TGR block | HCMV antiviral | TbPYK inhibitor | AmpC detergent | AmpC no deterg
COc1cc(C2C(C(=O)c3ccc(C)o3)=C(O)C(=O)N2c2cc(C)on2)ccc1OCc1ccccc1 (centres undefined) | 0% | 17% | -24% | ? | 2% | -18% | -18%
CCOC(=O)CNC(=O)c1cc(OC)cc(OC)c1 | -1% | -2% | ? | 12 | -1% | ? | -10%
COc1cc(C=C(C(C)=O)C(C)=O)ccc1O | 1% | 4% | ? | 16 | 3% | 3% | -18%
CNc1snc(C)c1C(=O)OCC(=O)NCc1ccccc1OC | nt | 11% | nt | 9 | 6% | nt | -13%
COc1ccc(N2CCN(CCCNC(=O)c3sc4ncccc4c3-n3cccc3)CC2)cc1 | nt | nt | -30% | -8 | 0% | 16% | nt
CCC(=O)Nc1nnc(S(=O)(=O)N(CC)c2ccc(OC)cc2)s1 | 1% | 0% | -13% | -33 | 5% | -4% | -3%
COC(=O)c1cnn(-c2ccc(C(=O)Nc3cc(OC)c(OC)c(OC)c3)cc2)c1N | nt | nt | -6% | 4 | -1% | -3% | nt
CCOc1ccc(NC(=O)CN2CCN(CC(=O)Nc3ccc(OC)cc3)CC2)cc1 | 9% | 17% | -7%&0% | 7&92 | 5%&-12% | 13%&0% | 67%[activator]
CCOC(=O)CNC(=O)C1(/C=C/c2ccccc2)CC(=O)N1c1ccc(OC)cc1 (centres undefined) | 0% | 6% | 16% | ? | 0% | 2% | 135%[activator]
COc1ccccc1NC(=O)N1CCN(C(=O)Nc2ccccc2OC)CC1 | 0% | -7% | -6% | -31 | 1% | -12% | -15%
COc1cc(C2CC(=O)Oc3c2c(=O)[nH]c2ccccc32)cc(OC)c1OC (centres undefined) | nt | nt | -9% | 11 | 1% | 1% | nt
COc1cc(/C=C/c2nc3ccccc3c(=O)n2-c2cccc(O)c2)ccc1O | 1% | 8% | 4% | 0 | -2% | 4% | -29%

Rows are unselected. About 7.4% of those tested had a hit in this group.
